# Screens as filed in PubChem BioAssay.
# EP2 mod: modulates human prostaglandin E2 receptor EP2 signaling; EP2-expressing cells, cAMP HTRF FRET, PGE2 co-stimulation; 260,000 compounds, 0.83% hits; induction, % at 25 µM; P43116;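 active = compounds whose cAMP rise, as percent of the full-agonist control response, exceeds 60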;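 also: rat C6 glioma line stably carrying human EP2 under a CMV promoter; the protocol text gives 20 µM as final concentration; 100% = response of wells given 1 µM PGE2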
# Target sequence (P43116 whole entry, looked up): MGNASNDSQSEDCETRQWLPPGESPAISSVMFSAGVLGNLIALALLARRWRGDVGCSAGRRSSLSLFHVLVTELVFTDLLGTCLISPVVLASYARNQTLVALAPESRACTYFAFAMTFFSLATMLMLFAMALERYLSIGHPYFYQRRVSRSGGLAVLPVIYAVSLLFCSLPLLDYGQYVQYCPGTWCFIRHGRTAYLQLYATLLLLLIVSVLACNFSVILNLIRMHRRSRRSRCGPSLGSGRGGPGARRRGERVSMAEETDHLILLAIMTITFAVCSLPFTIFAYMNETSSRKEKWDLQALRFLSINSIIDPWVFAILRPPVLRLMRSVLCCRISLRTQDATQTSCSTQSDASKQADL
# EP2 antag: inhibitors of human EP2 prostaglandin E2 receptor. P43116. C6 glioma cells expressing human EP2, cAMP TR-FRET; cells stimulated with saturating PGE2. inhibition, % at 25 µM. 260,000 compounds, 0.52% hits;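 active = percent inhibition above 40 after rounding to a whole number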;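 also: rat C6 glioma host cells with rolipram phosphodiesterase inhibitor present; the protocol text gives 20 µM as final concentration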
# Active calls of the source: *. An excerpt (hit frequency here may not be typical).
SMILES,EP2 mod,EP2 antag
CCOc1ccc(S(=O)(=O)N(CC(=O)NCC2CCCO2)c2ccc(C)cc2)cc1 (stereo unspecified),-22,7
CCN1CCN(CCC(=O)Nc2ccc3c(c2)CCC3)CC1,-20,6
COc1ccc(-n2c(SCc3ccc(C)cc3)nnc2-c2ccncc2)cc1,2,7
NS(=O)(=O)c1ccc(NS(=O)(=O)c2ccc3c(c2)OCCO3)cc1,10,8
O=C(O)c1nn2c(C(F)(F)F)cc(C3CC3)nc2c1Cl,-26,12
CC(=O)Nc1ccc(S(=O)(=O)N2CCN(c3ccc(C)c(C)c3)CC2)cc1,-69,8
c1ccc(CN2CCCN(c3nc4c(c5nncn35)CCCC4)CC2)cc1,-5,5
CC(=O)c1ccccc1OCC(O)Cn1cnc2ccccc21 (stereo unspecified),9,21
Cc1sc(NC(=O)CN(Cc2ccccc2)C(=O)C2CCCCC2)c(C(N)=O)c1C,35,17
CCc1nc(SCC(=O)Nc2nccs2)c2ccccc2n1,-27,23
Cc1sc2ncn(C(C)C(=O)OC(C)C)c(=O)c2c1-c1ccc(Cl)cc1 (stereo unspecified),56,12
Clc1cccc(CNCc2ccco2)c1,-17,5
C=C1CCC2[C@](C)(CO)[C@H](O)CC[C@@]2(C)[C@@H]1C/C=C1/C(=O)OC[C@H]1O (stereo partly specified),11,6
CCCNC(=O)C1CCN(S(=O)(=O)c2ccc(OC)c(C)c2)CC1,0,8
COc1ccc(-n2c(-c3ccc(Cl)cc3Cl)n[nH]c2=S)c(OC)c1,30,8
Cc1cc2cc3c(cc2n2c(=O)n(CC(=O)NC(C)(C)C)nc12)OCO3,-11,3
O=C(Nc1nc2c(Cl)cccc2s1)c1cccnc1,-102,20
Cn1c(SCC(=O)Nc2ccc(Cl)c(C(F)(F)F)c2)nc2ccccc2c1=O,-88,8
CC1CCN(C(=O)Cn2nc3c4ccccc4nc(C4CC4)n3c2=O)CC1,-104,16
CCCOc1ccc(C(=O)Nc2ccc(S(=O)(=O)Nc3nccs3)cc2)cc1,-31,5
Cc1ccc(CN(CCCn2ccnc2)Cc2ccccc2O)o1,9,1
CC(C)(C)C(=O)Nc1ccc(NC(=O)c2ccccc2)nc1,-64,9
COc1ccc(-c2nc3cnccn3c2NCc2ccco2)cc1CN1CCOCC1,-43,7
COc1ccc(S(=O)(=O)n2ccnc2C)c(C)c1C,-37,8
O=C1CSC2(CCN(CCCN3c4ccccc4Sc4ccc(Cl)cc43)CC2)N1,30,34
Cc1cnn(Cc2ccccc2)c1NC(=O)c1ncoc1-c1ccc(F)cc1,-12,5
O=C(CNC(=O)c1ccccc1)OCC(=O)c1cccs1,20,8
CCN1CCCC1CN(Cc1cnc(N2CCOCC2)nc1)Cc1ccco1 (stereo unspecified),-33,10
CCCNC(=O)CCSc1nc(-c2ccc3c(c2)OCO3)cc(C(F)(F)F)n1,-124,6
CCC(c1nnnn1Cc1ccc(OC)cc1)N(Cc1cc2cccc(C)c2[nH]c1=O)C1CCCC1 (stereo unspecified),19,7
COc1ccccc1OCc1nnc(SCC(=O)Nc2ccccc2F)n1C,1,14
CC1=C(C(=O)Nc2ccccc2C)C(c2cccs2)C2=C(CCCC2=O)N1 (stereo unspecified),8,7
C[C@@H](Cn1nnc2ccccc21)NC(=O)c1ccc2c(c1)OCCO2,-47,9
COC(=O)CN1C(=O)C(O)=C(C(C)=O)C1c1ccccc1 (stereo unspecified),-56,15
CCc1ccc2[nH]c(=O)c(CN(CC3CCCO3)S(=O)(=O)c3ccc(OC)cc3)cc2c1 (stereo unspecified),-26,8
CCOc1ccc(C2C(C(C)=O)=C(O)C(=O)N2CCC(=O)O)cc1 (stereo unspecified),0,3
C[C@]12CCC(=O)C=C1CCC1C2[C@@H](O)C[C@@]2(C)C1CC[C@]2(O)C(=O)CO (stereo partly specified),15,10
COc1cccc(NC(=O)c2c(NC(=O)c3ccccc3C)sc(C)c2C)c1,-7,9
COC1CCC(C(=O)N[C@H](Cn2nc(-c3cccs3)ccc2=O)C(C)C)CC1 (stereo partly specified),-8,5
Cc1cccc(NC(=O)CSc2nncn2N)c1C,-1,8
CN(C)CCCN=c1c2ccccc2n(C)c2[nH]c(=O)n(C)c(=O)c12,19,46*
CCN1/C(=C/c2ccc3cccc(C)c3[n+]2CCCS(=O)(=O)[O-])C=Cc2cc(C)ccc21,-40,9
CCc1cc(=O)[nH]c(NC2CCN(S(=O)(=O)c3ccc(C(F)(F)F)cc3)CC2)n1,-18,3
CCOC(=O)c1cnc(SCC(=O)Nc2ccc(Cl)cc2)nc1N,-79,10
Cc1nn(-c2ccccc2)c2sc(-c3nnc(SCCN4CCOCC4)n3C)cc12,-24,13
CCc1cc2cc3c(cc2nc1SCC(=O)Nc1ccccc1Br)OCCO3,-3,9
Cc1ccc(C)n1CCC(=O)O,-11,8
Cc1cccc2cc(CN(Cc3nnnn3CCc3ccccc3)C3CCCCC3)c(=O)[nH]c12,31,9
C=CCn1ncc(CN(CCN(C)C)Cc2ccc(C)o2)c1C,-49,3
Cc1cccc(C(=O)Nc2ccc(N3CCN(C(=O)C(C)C)CC3)cc2)c1,-5,10
CN(C)CCCNC(=O)Cn1cc(Cl)c([N+](=O)[O-])n1,-26,3
COc1ccc(-c2cc(C(F)(F)F)c(C#N)c(SCCC(=O)O)n2)cc1,-7,9
Cc1ccc2nc(SCC(=O)Nc3nc4ccccc4s3)c(C#N)cc2c1,-59,16
CC(C)(C)c1ccccc1NC(=O)c1nc2ncccn2n1,-21,5
COc1ccc2c(c1)NC1(CCN(C(=O)c3ccc(Cl)nc3)CC1)c1cccn1-2,-73,13
COc1ccc(-c2cc(C(F)(F)F)nc(SCC(=O)NCCc3ccccc3)n2)cc1OC,-112,0
C=CCn1c(CNC(=O)c2ccc(Cl)cc2Cl)n[nH]c1=S,-17,12
NC(=O)C(CCNS(=O)(=O)c1ccc(Cl)cc1)Sc1ccccn1 (stereo unspecified),-8,9
Cc1ccc2nc3c(c(NCCN(C)C)c2c1)CCC3,-5,9
C1CN(Cc2nc(C34CC5CC(CC(C5)C3)C4)no2)CCO1,-78,5

# A different layout for part of the listing above.
O=C1CSC2(CCN(CCCN3c4ccccc4Sc4ccc(Cl)cc43)CC2)N1
  EP2 mod = 30
  EP2 antag = 34

Cc1cc2cc3c(cc2n2c(=O)n(CC(=O)NC(C)(C)C)nc12)OCO3
  EP2 mod = -11
  EP2 antag = 3

COC1CCC(C(=O)N[C@H](Cn2nc(-c3cccs3)ccc2=O)C(C)C)CC1 (stereo partly specified)
  EP2 mod = -8
  EP2 antag = 5

COc1ccc(S(=O)(=O)n2ccnc2C)c(C)c1C
  EP2 mod = -37
  EP2 antag = 8

# 6 consecutive entries out of the list so far, quoted:
SMILES,EP2 mod,EP2 antag
COc1ccc2c(c1)NC1(CCN(C(=O)c3ccc(Cl)nc3)CC1)c1cccn1-2,-73,13
COc1ccc(-c2cc(C(F)(F)F)nc(SCC(=O)NCCc3ccccc3)n2)cc1OC,-112,0
C=CCn1c(CNC(=O)c2ccc(Cl)cc2Cl)n[nH]c1=S,-17,12
NC(=O)C(CCNS(=O)(=O)c1ccc(Cl)cc1)Sc1ccccn1 (stereo unspecified),-8,9
Cc1ccc2nc3c(c(NCCN(C)C)c2c1)CCC3,-5,9
C1CN(Cc2nc(C34CC5CC(CC(C5)C3)C4)no2)CCO1,-78,5

# New compounds follow:
SMILES,EP2 mod,EP2 antag
C=CCn1c(N(C)C)nc2c1c(=O)n(C)c(=O)n2C,3,9
Cc1occc1-c1nnc(SCC(=O)Nc2ccccc2)n1Cc1ccco1,-10,7
C/C(C[n+]1ccccc1)=N\N=C(N)N,45,14
CCOc1ccc(-n2c(SCC(=O)Nc3ccccc3)nnc2-c2ccncc2)cc1,-3,14
O=C(CCC(=O)N(CC(=O)NC1CCCCC1)C1CCCC1)Nc1nccs1,-4,9
O=C(Nc1ccc(N2CCN(C(=O)c3ccco3)CC2)cc1)c1ccccc1Cl,1,9
COc1cccc(NC(=O)CSc2nnc(-c3ccc(S(=O)(=O)N4CCCC4)cc3)o2)c1,16,13
COc1ccc(N=c2oc3ccccc3cc2C(=O)NCc2ccco2)cc1,78*,11
CCC(C)(C)NC(=O)CN(C(=O)CCC(=O)Nc1nccs1)c1ccc(F)cc1,-4,16
COC(=O)c1c(NC(=O)Cc2ccc(Cl)cc2)sc(C(=O)Nc2ccccc2OC)c1C,-2,10
CC(=O)Cc1nsc(NC(=O)c2cc(-c3cc(Cl)cc(Cl)c3)oc2C)n1,-9,4
Cc1ccc(NC(=O)CN2CCC(n3cnc4cc(C(F)(F)F)ccc43)CC2)cc1C,-41,8
Cc1ccc(-c2nnc(SCC#N)n2C)cc1,-14,9
Cc1ccccc1N(CC(=O)Nc1ccc2c(c1)OCO2)S(C)(=O)=O,-46,7
Cc1ccc(-n2c(SCC(=O)NC3CCCCC3)nnc2-c2ccco2)cc1,26,16
O=C(Nc1ccc(Br)cc1)c1cc2ccc(O)cc2oc1=O,-103,16
COc1cccc(NC(=O)C2CCN(C(=O)c3cc(OC)cc(OC)c3)CC2)c1,-5,11
Cc1ccc(S(=O)(=O)NCC2CCCO2)cc1 (stereo unspecified),-12,10
O=C(Nc1cccc(-n2cnnc2)c1)C1CC(c2ccc(Cl)cc2)=NO1 (stereo unspecified),-57,7
COc1ccc(NC(=S)N(Cc2cc3ccc(C)cc3[nH]c2=O)C2CCCCC2)cc1,7,13
O=C(Nc1ccc(Br)cc1)/C(=C/c1ccncc1)NC(=O)c1ccccc1,-24,5
COc1cccc(NC(=O)CSc2nnnn2-c2ccc(NC(C)=O)cc2)c1,-77,12
N#CC1=C(N)Oc2c(c(=O)oc3ccccc23)C12C(=O)Nc1ccc(F)cc12 (stereo unspecified),0,10
C=CCSc1nnc2c3cc(C)ccc3n(C)c2n1,9,13
COc1ccc(-c2nc3cnccn3c2NCCc2ccccc2)cc1CO,-62,11
C[n+]1cn(CC(O)COc2ccc(I)cc2)c2ccccc21 (stereo unspecified),6,11
CC1Oc2ccccc2N(CC(=O)Nc2ccccc2-c2ccccc2)C1=O (stereo unspecified),51,4
O=C(Nc1ccc(C(O)CN2CCC(O)(c3ccc(F)cc3)CC2)cc1)C1CC1 (stereo unspecified),-45,5
COc1cccc(C2(NC(=O)c3ccc(N4CCCCS4(=O)=O)cc3)CCCC2)c1,-45,5
CC(=O)Nc1cccc(NC(=O)Cc2cccs2)c1,-29,5
CCC(C)(C)NC(=O)C(c1sccc1C)N(C(=O)c1csnn1)c1ccccc1F (stereo unspecified),20,6
Cc1ccccc1CCN(Cc1cc2ccc(C)c(C)c2[nH]c1=O)C(=O)c1ccncc1,-85,10
COC(=O)c1ccc(NC(=O)Cn2nnc(-c3ccncc3)n2)cc1,-51,13
Cc1sc(NC(=O)CN(CCc2ccccc2)C(=O)C2CCC2)c(C(N)=O)c1C,-8,2
COc1cccc(-c2nnn(CC(=O)NC3CCCCC3)n2)c1,-75,6
Cc1ccc(C)c2[nH]c(=O)c(CN(Cc3cccnc3)C(=S)NCc3ccccc3)cc12,-42,14
CC(C)C(=O)N1CCN(c2ccc(NC(=O)c3cccc(F)c3)cc2)CC1,-28,10
CCN1CCN(C(=O)C2CCN(S(=O)(=O)c3ccc(OC)c(Cl)c3)CC2)CC1,-19,13
O=S(=O)(NC1(c2ccc(F)cc2)CC1)c1cccc2nsnc12,-40,5
CC1CCN(c2nc3c(c(=O)[nH]2)CCN(Cc2ccccc2Cl)C3)CC1,-49,5
O=c1cc(-c2ccccc2)oc2cc(O)c(O)c(O)c12,-1,8
NS(=O)(=O)c1ccc(NCc2cnc3ccccc3n2)cc1,71*,10
CCOc1ccc(C(=O)Nc2nnc(Cc3ccccc3)s2)cc1OCC,32,11
CCc1cc2cc3c(cc2nc1SCC(=O)Nc1ccc(OC)cc1)OCO3,8,20
NS(=O)(=O)c1ccc(NC(=O)c2ccc(-c3ccc(Cl)c(Cl)c3)o2)cc1,-13,11
OCCOc1ccc(CN2CC(CN3CCOCC3)c3ccccc32)cc1 (stereo unspecified),-27,3
Cc1ccccc1CN(CCCn1ccnc1)Cc1coc2ccccc2c1=O,12,3
COc1cccc(/C=C\c2nc(O)c([N+](=O)[O-])c(=O)[nH]2)c1OC,-6,10
CC1(C)CC(=O)C2=C(C1)OC(N)=C(C#N)C21C(=O)N(Cc2ccccc2)c2ccccc21 (stereo unspecified),3,10
CC(C)[C@H](Cn1nc(-c2ccc(F)c(F)c2)ccc1=O)NC(=O)c1ccc(=O)[nH]n1,-32,4
CCOC(=O)CSc1ncnc2c(-c3ccc(OC)cc3)nsc12,-7,6
Cn1c(CNC(=O)c2ccccc2F)nnc1SCC(=O)NC1CCCCC1,-8,8
O=C(CSc1nc(O)c(C2CCCCC2)c(=O)[nH]1)N1CCCCCC1,-16,7
Cc1ccc(CN(CCCn2ccnc2)Cc2cnn(-c3ccccc3)c2)o1,12,3
COc1ccc(-c2nn(CC(=O)N3CCCC3)c(=O)o2)c2ccccc12,-48,8
Cc1cc2ccccc2n2c(SCC(=O)N3CCCc4ccccc43)nnc12,-16,28
CCC(C)NC(=O)C1CCN(Cc2cc(OC)ccc2OC)CC1 (stereo unspecified),1,13
COC(=O)c1c(NC(=O)Cc2cccs2)sc(C(=O)Nc2ccc(C)cc2)c1C,-21,9
C=CCN1C(=O)C2C(C(=O)NCc3ccccc3)C3C=CC2(O3)C1C(=O)NC1CCCC1 (stereo unspecified),-5,9
Cn1nnc(NC(=O)c2cccc(Cl)c2)n1,6,8
COc1ccc(C2C3=C(CCCC3=O)N(C)C3=C2C(=O)CCC3)cc1,12,2
CC(=O)NCc1c(I)c(NC(C)=O)c(I)c(C(=O)O)c1I,0,11
Cn1c(-c2ccccc2)cnc1SCC(=O)Nc1ccc(Br)cc1,-65,10
